From PubChem BioAssay
HIV Rev-RRE inh – inhibitors of HIV-1 Rev-RRE RNA interaction; hit rate 0.79% among 97,000; inhibition, % at 8 µM; P05866; Rev peptide-RRE RNA binding, FRET; AID 704;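 active means inhibition above the screen-wide mean plus 3 SD, cut at about 35% in these data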;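 further: 0% = median DMSO wells and 100% = median Neomycin B control wells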
Target sequence (P05866 whole entry, looked up): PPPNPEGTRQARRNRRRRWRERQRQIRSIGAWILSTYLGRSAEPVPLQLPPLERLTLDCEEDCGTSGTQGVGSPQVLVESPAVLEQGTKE
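Test system: labelled RRE RNA duplex and labelled Rev peptide. Times: 5 min compound–RNA preincubation, then 15 min with peptide, 25 °C. Doses: single-dose 8 µM. Measured by: FRET, excitation 480 nm, emission 540 nm donor and 671 nm acceptor. Measure: % inhibition of FRET ratio versus controls.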
FAK inh – inhibitors of human focal adhesion kinase; biochemical FAK kinase activity assay; inhibition, %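 (tested at 7 µM)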; hit rate 0.84% among 97,000; AID 727; in the data active means inhibition above about 19%;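 further: 0% = DMSO and 100% = reference compound high control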
PLK1 inh – PLK1 (human) kinase inhibition; AID 619; recombinant PLK1 kinase, TR-FRET peptide phosphorylation; P53350; inhibition, % at 10 µM; hit rate 0.53% among 97,000;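 active means inhibition of 50% or more in the single-concentration screen; inactive means inhibition below 50%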;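 further: 0% = DMSO max control and 100% = H-89 dihydrochloride min control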
EphB4 ephrin blk – antagonists of human EphB4-ephrin-B2 interaction. P54760. EphB4 LBD / TNYL-RAW-Alexa532 peptide, fluorescence polarization. inhibition, % at 7 µM. hit rate 0.15% among 97,000. AID 720;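 active means inhibition above the screen-wide mean inhibition plus 3 SD, cut at about 15% in these data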;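 further: 0% = DMSO wells and 100% = excess unlabeled TNYL-RAW peptide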
Target sequence (P54760 whole entry, looked up, the tested form may be a part): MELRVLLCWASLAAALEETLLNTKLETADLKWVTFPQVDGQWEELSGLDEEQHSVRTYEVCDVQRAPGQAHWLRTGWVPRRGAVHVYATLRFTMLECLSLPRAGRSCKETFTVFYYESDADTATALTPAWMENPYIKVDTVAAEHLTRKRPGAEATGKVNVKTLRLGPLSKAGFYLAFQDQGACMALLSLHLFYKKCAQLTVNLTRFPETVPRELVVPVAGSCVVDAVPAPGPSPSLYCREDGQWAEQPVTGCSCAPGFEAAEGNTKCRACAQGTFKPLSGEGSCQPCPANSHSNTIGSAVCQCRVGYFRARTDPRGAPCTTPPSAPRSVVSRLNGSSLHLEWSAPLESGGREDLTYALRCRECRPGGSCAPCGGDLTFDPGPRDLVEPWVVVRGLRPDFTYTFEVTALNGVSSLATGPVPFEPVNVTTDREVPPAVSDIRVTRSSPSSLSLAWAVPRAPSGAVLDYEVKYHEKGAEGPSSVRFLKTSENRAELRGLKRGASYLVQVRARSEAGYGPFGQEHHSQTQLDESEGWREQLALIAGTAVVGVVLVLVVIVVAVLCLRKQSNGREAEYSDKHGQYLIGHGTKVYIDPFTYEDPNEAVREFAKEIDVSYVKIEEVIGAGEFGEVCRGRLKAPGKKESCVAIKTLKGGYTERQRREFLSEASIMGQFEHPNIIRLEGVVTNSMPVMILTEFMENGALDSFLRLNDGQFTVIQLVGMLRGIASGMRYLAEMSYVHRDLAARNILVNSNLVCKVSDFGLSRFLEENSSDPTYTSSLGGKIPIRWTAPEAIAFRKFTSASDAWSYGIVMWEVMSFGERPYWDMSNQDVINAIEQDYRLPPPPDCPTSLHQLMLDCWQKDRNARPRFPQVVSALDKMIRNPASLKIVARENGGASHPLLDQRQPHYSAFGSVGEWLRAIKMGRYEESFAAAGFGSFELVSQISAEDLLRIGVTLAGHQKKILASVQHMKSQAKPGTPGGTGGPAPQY
cytoskel mod – modifiers of cytoskeleton assembly; HUVEC TNFa F-actin phalloidin imaging, high content; inhibition, % at 2 µM; hit rate 0.18% among 91,000; AID 836;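 active means inhibition above the batch mean plus 3 SD and confirmed as a hit by visual image inspection, cut at about 30% in these data, passing the limit was not always enough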; further: strong numbers were not always called active
LYP act – LYP (human) phosphatase activation. Q9Y2R2. recombinant LYP, DiFMUP fluorescence; 0 = plate median, 100 = signal doubled. activation, % at 2 µM. hit rate 0.11% among 96,000. AID 697;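 active means activation at 2 µM above a set limit, the mean plus 5 SD, cut at about 37% in these data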
Plk1 PBD FP – inhibitors of human Plk1 polo box domain binding; inhibition, %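 (tested at about 20 µM)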; AID 693; hit rate 0.13% among 97,000; P53350; Plk1 PBD phosphopeptide binding, fluorescence polarization; in the data active means inhibition above about 34%, passing the limit was not always enough
Pyk2 oligo antag – blocks oligomerization of human Pyk2 in cells. Q293 cells, Pyk2 FERM NanoBiT luminescence; active compounds read low. hit rate 0.83% among 99,000. z-score (the deposit names both 25 µM and 10 µM). Q14289;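 active means Z-score of -3 or lower, scaled per plate to the spread of control and sample wells; inactive means z-score above -3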;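 further: negative z-score means lost luminescence so less FERM oligomerization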
PTPN22 inh 2 – blocks human PTPN22 phosphatase activity | AID 640 | recombinant LYP catalytic domain, DiFMUP fluorescence | inhibition, % at 2 µM | Q9Y2R2 | hit rate 0.21% among 96,000;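 active means inhibition at 2 µM at or above a set limit, the screen mean plus 3 SD, cut at about 24% in these data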;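 further: 0% = DMSO with enzyme and 100% = enzyme fully blocked by orthovanadate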
Starred values were filed as active, the others as inactive; · = not tested or not shown.

SMILES | HIV Rev-RRE inh | FAK inh | PLK1 inh | EphB4 ephrin blk | cytoskel mod | LYP act | Plk1 PBD FP | Pyk2 oligo antag | PTPN22 inh 2
CC(C)Cn1c2c(c(O)c(C(=O)Nc3ncccc3O)c1=O)CCCC2 | 2 | 1 | -5 | -8 | -5 | -9 | -3 | -1.6 | 12
CCc1nnc(NC(=O)Cn2ccc(C(F)(F)F)n2)s1 | 6 | 7 | -19 | 15 | -45 | 3 | -2 | 0.87 | -5
COc1ccc(Cc2nnc(-c3ccc(F)cc3)o2)cc1OC | 1 | -7 | -8 | -1 | -1 | -3 | -7 | · | 3
CCCOC(=O)NC1CCS(=O)(=O)C1 (stereo not given) | 3 | -1 | -11 | -4 | 5 | -1 | 19 | 0.02 | 2
CC1CCC(NC(=O)c2cc3c(=O)n(C)c4ccccc4c3n2C)CC1 (stereo not given) | 1 | 9 | -20 | 2 | -13 | -6 | -14 | · | 5
Cc1ccc(-c2nn(CC(=O)Nc3cccnc3)c(=O)c3ccccc23)cc1 | 2 | 0 | 7 | -2 | 12 | -2 | -21 | -0.5 | 4
Cc1cc(Cl)ccc1OCC(=O)Nc1nc(-c2cccs2)cs1 | 9 | 1 | -7 | 9 | 0 | -1 | 2 | 1.4 | 1
Cc1ccc(CNC(=O)c2cn(C3CCCC3)c(=O)c3c2c2ccccc2n3C)o1 | 0 | 1 | -5 | -4 | -4 | -4 | -6 | · | 4
COCCn1c(SCC(=O)c2ccc3c(c2)OCCO3)nnc1-c1ccoc1C | 2 | 3 | -6 | 1 | 22 | 1 | 4 | -0.34 | -2
CC(C)Cc1nnc(NS(C)(=O)=O)s1 | 6 | -2 | 15 | -1 | 16 | -1 | 25 | -0.13 | -1
COc1ccc(OC)c2[nH]c(=O)c(CCNS(=O)(=O)c3ccc(C)cc3)cc12 | 5 | -1 | -8 | -1 | · | 3 | -9 | -0.11 | -7
C=C(C)COc1ccc(-c2n[nH]c(C)c2Oc2ccccc2OC)c(O)c1 | 20 | 2 | -14 | -2 | -2 | -10 | 8 | -2.6 | 9
COC(=O)Cn1cc(C(=O)c2cccs2)c2ccccc21 | 1 | 2 | -6 | -2 | 3 | -10 | 17 | -0.74 | 6
C/C(N)=C(/C#N)C(=O)CSc1nnc(Nc2cccc(C)c2C)s1 | 22 | 4 | 8 | -2 | 6 | 2 | -24 | -1.4 | -5
CCC(C)NC(=O)C(NS(=O)(=O)c1cccc2nsnc12)c1ccccc1 (stereo not given) | 8 | 4 | -7 | 4 | -2 | 3 | -10 | -0.27 | -4
CCOC(=O)Cc1nnc(NC(=O)c2cccc(OCC)c2)s1 | 7 | -5 | -10 | -5 | -29 | -1 | -1 | 0.05 | -2
CC(C)(C)C(=O)Nc1nnc(SCC(=O)NCc2cccs2)s1 | 1 | 1 | -8 | 1 | -31 | -1 | 5 | 0.15 | 4
CCOc1ccccc1NC(=O)N1CCC(C(=O)c2ccc(F)cc2)CC1 | 2 | 2 | -15 | -4 | 16 | 3 | -7 | -0.23 | -2
Cc1ccc(NC(=O)C2CCCN2S(=O)(=O)c2ccc(F)cc2)c(C)c1 (stereo not given) | 3 | -1 | -11 | 0 | 1 | -2 | 15 | 0.69 | 0
NC(=O)C1CCN(C(=O)C2CCN(S(=O)(=O)c3ccccc3)CC2)CC1 | 12 | 1 | 2 | 3 | 4 | -7 | -23 | · | 4
COC(=O)C(CC(C)C)NC(=O)CNC(=O)c1ccccc1C (stereo not given) | 5 | 0 | -13 | 3 | -12 | 0 | -15 | 0.72 | -2
O=C(CN1CCN(Cc2ccccc2F)C1=O)NCCc1ccc(Cl)cc1 | 8 | 2 | -13 | 6 | 6 | 1 | 6 | · | -2
CCCNC(=S)Nc1ccc2nc(-c3ccccn3)c(-c3ccccn3)nc2c1 | 24 | -4 | -12 | 0 | -1 | -3 | 8 | -0.45 | 6
Cn1cc(SCC(=O)O)c2ccccc21 | 7 | -2 | -13 | 5 | 5 | -2 | -28 | 0.93 | 4
Cc1ccc(Cn2ccc(NC(=O)c3cc(-c4ccc5c(c4)OCO5)on3)n2)cc1 | 5 | 5 | -11 | 4 | 9 | -10 | -6 | 0.62 | 8

Next part.
SMILES | HIV Rev-RRE inh | FAK inh | PLK1 inh | EphB4 ephrin blk | cytoskel mod | LYP act | Plk1 PBD FP | Pyk2 oligo antag | PTPN22 inh 2
CN(c1ccccc1C(=O)Nc1ccc(S(=O)(=O)N2CCCCC2)cc1)S(C)(=O)=O | 2 | -1 | -8 | -1 | 17 | -2 | -13 | -0.45 | -3
O=C(CN1CCOCC1)Nc1ccc(S(=O)(=O)NC2CCCCC2)cc1 | -2 | -3 | -7 | -2 | -6 | 3 | -12 | 1.3 | -5
S=C(c1ccc(N2CCCC2)cc1)N1CCCCC1 | 9 | 13 | 3 | 10 | 20 | -8 | 10 | -0.06 | 5
Cc1ccccc1C(C(=O)NCc1ccco1)N(CC1CCCO1)C(=O)Cn1nnc2ccccc21 (stereo not given) | 2 | -9 | -13 | 2 | 12 | -7 | -12 | -0.06 | 8
CC(C)Nc1ncnc2c1cnn2-c1ccccc1 | 2 | 3 | -6 | -6 | -6 | 2 | 9 | · | -3
O=S(=O)(Cc1ccccc1)N1CCN(Cc2ccccc2)CC1 | -4 | 2 | -4 | -6 | 1 | 23 | -3 | 0.25 | -27
COc1ccccc1NC(=O)CCC(=O)O | 2 | -1 | -9 | -2 | -8 | 0 | 11 | -0.04 | -3
CCN1CCN(CCC(=O)Nc2ccccc2OC)CC1 | 6 | 1 | -5 | -3 | -7 | -1 | 19 | -0.26 | 0
CCOC(=O)N1CCN(c2c(NCc3ccccn3)c(=O)c2=O)CC1 | 4 | -5 | 15 | -3 | 9 | 5 | -25 | · | -8
Cc1cc(C)n2nc(C(=O)NCc3ccccc3)nc2n1 | 2 | 4 | -8 | 3 | 10 | -7 | -9 | 0.31 | 7
COC(=O)COc1ccsc1C(=O)OC | 9 | 0 | -13 | 1 | -5 | -5 | -23 | 0.7 | 8
CCOc1ccc(C(=O)Nc2cnn(Cc3ccc(Cl)c(Cl)c3)c2)cc1 | 11 | 10 | 5 | -2 | 0 | 11 | 18 | -0.65 | -7
COc1ccc(Cn2nnnc2C(c2cccs2)N2CCN(c3ccc([N+](=O)[O-])cc3)CC2)cc1 (stereo not given) | 5 | 2 | -14 | 6 | 13 | -4 | -7 | 0.15 | 7
Cc1cccc(-n2c(SCC(=O)Nc3nnc(C)s3)nnc2-c2ccoc2C)c1 | 2 | -4 | -6 | -7 | -2 | -2 | -9 | 1.3 | 0
COc1ccc(N2CCN(C(c3cccs3)c3nnnn3C3CCCC3)CC2)cc1 (stereo not given) | 2 | 0 | -7 | -5 | 13 | -4 | -8 | -2 | 1
Cc1cc(NCCN2CCOCC2)n2nc(C)c(-c3ccc(Cl)cc3)c2n1 | 3 | -2 | -19 | 3 | -38 | 2 | 1 | 0.34 | -5
C=CCNc1nc(C)c(C(C)=O)cc1C#N | 4 | 1 | 2 | 9 | -1 | 4 | 7 | 0.57 | -5
O=S(=O)(c1ccc(N2CCC(c3ccc(Cl)cc3)=N2)cc1)N(CCO)CCO | 1 | -1 | -18 | -2 | -1 | 4 | -34 | -2 | -1
CCC(C)Nc1nc(OCC(F)(F)F)nc(OCC(F)(F)F)n1 (stereo not given) | 13 | 8 | -10 | 1 | -32 | 7 | 12 | 0.41 | -8
CCc1ccc2[nH]c(=O)c(CN(CCCO)C(=O)NCc3ccccc3)cc2c1 | 3 | 0 | -19 | 8 | 0 | 4 | -2 | 0.34 | -7
COc1ccccc1OCc1ccc(C(=O)NCc2cccnc2)o1 | 5 | 2 | -14 | 0 | 21 | -5 | 5 | 0.35 | 9
COc1ccc(C2C3=C(CCCC3=O)Nc3nc(SCc4ccccc4)nn32)cc1OC (stereo not given) | 4 | -2 | 3 | 9 | -17 | 26 | -8 | -1.8 | -28
Cc1ccc(C(=O)C(C(=O)/C=C/c2ccccc2)=C2SCCCS2)cc1 | 16 | -2 | -7 | -6 | 2 | 4 | 12 | -2.6 | -4
CCn1c(SCC(N)=O)nc2ccccc2c1=O | 3 | 0 | 6 | -7 | -25 | 6 | -13 | 2.6 | -6
CCCCOC(=S)NC(=O)c1sc2ccccc2c1Cl | 2 | -1 | -9 | 6 | 3 | -14 | 4 | 1.8 | 13

Complete entries, quoted from the list.
O=C(CN1CCOCC1)Nc1ccc(S(=O)(=O)NC2CCCCC2)cc1 across the screens: HIV Rev-RRE inh = -2; FAK inh = -3; PLK1 inh = -7; EphB4 ephrin blk = -2; cytoskel mod = -6; LYP act = 3; Plk1 PBD FP = -12; Pyk2 oligo antag = 1.3; PTPN22 inh 2 = -5
CN(c1ccccc1C(=O)Nc1ccc(S(=O)(=O)N2CCCCC2)cc1)S(C)(=O)=O across the screens: HIV Rev-RRE inh = 2; FAK inh = -1; PLK1 inh = -8; EphB4 ephrin blk = -1; cytoskel mod = 17; LYP act = -2; Plk1 PBD FP = -13; Pyk2 oligo antag = -0.45; PTPN22 inh 2 = -3

Going on with the list.
SMILES | HIV Rev-RRE inh | FAK inh | PLK1 inh | EphB4 ephrin blk | cytoskel mod | LYP act | Plk1 PBD FP | Pyk2 oligo antag | PTPN22 inh 2
CC(C)Cn1c(CCC(=O)O)ccc1-c1cccs1 | 8 | -4 | -11 | 7 | 9 | 1 | 6 | -0.67 | -9
COC(=O)C1C(=O)C2=C(CC1C)NC(C)=C(C(=O)OC1CCCCC1)C2c1ccc(N(C)C)cc1 (stereo not given) | 7 | 7 | -18 | -2 | -24 | -2 | -12 | -1.1 | 6
Nc1nc2ccccc2n1CCOc1ccccc1Cl | 6 | -1 | 19 | -5 | -46 | 0 | 3 | 1.1 | -2
CCCCN(CCCNC(=O)c1ccc2nc(N3CCOCC3)sc2c1)Cc1ccccc1 | 4 | 1 | -3 | -2 | -8 | 1 | -17 | 0.24 | -2
O=C(NCCCN1CCOCC1)c1ccc2c(=O)n(CCc3ccccc3)c(=O)[nH]c2c1 | 3 | 0 | -6 | 5 | 6 | -1 | 0 | -0.17 | 1
Nn1c(CSc2nc3ccccc3o2)nnc1CSc1nc2ccccc2o1 | 13 | -4 | -5 | 2 | 14 | 4 | 5 | -0.44 | -7
CCN(CC)C(=O)CSCC(=O)Nc1ccccc1 | 1 | -3 | -7 | 8 | 49 | -2 | 27 | 0.06 | -1
Nc1nonc1-c1noc(N2CCCCC2)n1 | 5 | 0 | -12 | 0 | · | 5 | -18 | 1.2 | -4
O=C(c1ccc(Cl)c(S(=O)(=O)N2CCCCCC2)c1)N1CCN(CCO)CC1 | 3 | 2 | -35 | -3 | -1 | 4 | 27 | 1.4 | -2
CCCN(CCC)S(=O)(=O)c1cccc(C(=O)Nc2ccc3c(c2)OCO3)c1 | 8 | 2 | -8 | -2 | 16 | 6 | 14 | -0.61 | -6
COC(=O)C1=CN(C)C=C(C(=O)OC)C1c1ccc(O)c(OC)c1 | 5 | 2 | -4 | 5 | 9 | -4 | 7 | -0.39 | 3
CC(=O)c1c(C(C)=O)c(C)n(C2CCCCC2)c1C | -4 | -2 | -6 | -9 | 7 | -5 | 4 | 2.2 | 3
Cc1cc(SCC(=O)N/N=C/c2ccc(O)c(O)c2)c(C)cc1Br | 9 | 1 | 9 | 2 | 1 | -12 | 2 | -0.53 | 14
COc1ccc(C(=O)Nn2cnnc2)cc1 | 7 | -2 | -10 | 2 | 3 | -5 | 8 | 0.01 | 4
O=C(Nc1ccc(F)cc1)c1ccc(-n2ccnc2)nc1 | 4 | 1 | -5 | 0 | -2 | 9 | 5 | -1.2 | -14
CCC1(CC)C(=O)N(C)C(=O)NC1=NCc1ccccc1 | 8 | 6 | -6 | -5 | 11 | -10 | 1 | 0.53 | 13
CC(=O)c1ccc(NC(=S)N2C(C)CCCC2C)cc1 (stereo not given) | 11 | 1 | -6 | 0 | 2 | -3 | -3 | · | 6
CCOC(=O)C(Sc1nnc2c3ccccc3n(CC)c2n1)C(=O)OCC | 2 | 5 | -8 | 4 | -4 | 3 | 23 | 0.27 | -5
